# D1 agonist: human D1 receptor agonism; P21728; HEK293 T-REx D1 cells, calcium flux, agonist mode; activation, % at 2 µM; 360,000 compounds, 1% hits; note: 0% is about no effect
# Target sequence (P21728 whole entry, looked up): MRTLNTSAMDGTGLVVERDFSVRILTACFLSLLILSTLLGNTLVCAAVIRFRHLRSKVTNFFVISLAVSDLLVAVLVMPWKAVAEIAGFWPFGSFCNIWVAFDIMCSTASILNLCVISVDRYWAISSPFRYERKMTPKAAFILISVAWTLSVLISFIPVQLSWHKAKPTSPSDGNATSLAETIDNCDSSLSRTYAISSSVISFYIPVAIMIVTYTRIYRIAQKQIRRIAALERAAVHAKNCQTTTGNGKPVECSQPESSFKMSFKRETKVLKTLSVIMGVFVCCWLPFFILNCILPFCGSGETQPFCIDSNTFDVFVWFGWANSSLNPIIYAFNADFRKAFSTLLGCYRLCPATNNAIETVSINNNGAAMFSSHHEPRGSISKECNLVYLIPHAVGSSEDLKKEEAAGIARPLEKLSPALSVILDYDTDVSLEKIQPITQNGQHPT
#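 Inducible HEK293 T-REx D1 cells, force-coupled to calcium signalling, were plated at 4000 cells/well with tetracycline and held overnight at 30 C. After no-wash calcium dye loading, compound-evoked calcium rise over 180 s flagged agonists.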
# D1 potentiator: enhances dopamine response at the human D1 receptor. HEK293 TREx D1 cells, calcium flux, dopamine EC20 potentiation. P21728. 360,000 compounds, 0.036% hits. potentiation, % at 10 µM; in the data active = potentiation above about 30%; note: 0% is about no effect
# TRHR PAM: TRH receptor (human) allosteric enhancement; P34981; TRHR cells, fluo-8 calcium fluorescence, EC20 TRH enhancement; enhancement, % at 2 µM; 360,000 compounds, 0.66% hits; AID 493056; in the data active = enhancement above about 30%; note: 0% is about no effect
#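 Enhancer read-out: after compound pinning and an initial kinetic agonist-mode read, an EC20 of TRH (10 nM final) was injected and fluo-8 calcium signal (Ex 480/Em 530) followed at 1 s/cycle for 100 cycles in TRHR-expressing cells.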
# D2 antagonist: D2 dopamine receptor (human) antagonism. HEK293 TREx D2 cells, calcium flux, dopamine EC80. inhibition, % at 10 µM. 340,000 compounds, 2% hits. AID 485344; in the data active = inhibition above about 30%; note: 0% is about no effect
# Target sequence (P14416 whole entry, looked up): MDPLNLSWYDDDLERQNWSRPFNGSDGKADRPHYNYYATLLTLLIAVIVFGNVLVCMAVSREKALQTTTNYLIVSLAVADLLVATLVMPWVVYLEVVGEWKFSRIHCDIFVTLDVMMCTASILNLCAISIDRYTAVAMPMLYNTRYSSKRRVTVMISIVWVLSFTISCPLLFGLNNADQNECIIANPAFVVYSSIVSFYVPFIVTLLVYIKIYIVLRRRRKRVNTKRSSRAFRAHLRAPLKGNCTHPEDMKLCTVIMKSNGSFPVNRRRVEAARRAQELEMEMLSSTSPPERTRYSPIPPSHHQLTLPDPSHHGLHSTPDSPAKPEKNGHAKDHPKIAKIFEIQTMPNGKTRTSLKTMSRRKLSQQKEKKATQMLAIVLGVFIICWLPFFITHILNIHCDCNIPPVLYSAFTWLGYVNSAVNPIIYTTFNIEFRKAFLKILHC
#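 Cells plated overnight at 30 C with tetracycline; no-wash calcium dye, 30–90 min RT; 10 s baseline; compound pinned; 180 s read; EC80 dopamine added; another 180 s read.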
# D2 ag: D2 dopamine receptor (human) agonism | P14416 | HEK293 T-REx D2 cells, calcium flux agonist mode | activation, % at 2 µM | 340,000 compounds, 0.53% hits | AID 485358;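 active = activation over 3 SD above normal in the single-dose calcium agonist read, cut at about 30% in these data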; note: 0% is about no effect
#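 Agonism scored from kinetic calcium signal (1 read/sec, 180 s) following compound pin transfer, after a 10 s baseline. Cells: HEK293 Trex line expressing inducible D2 receptor coupled to calcium, dye-loaded after overnight culture at 30 C.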
# TRHR ag: agonists of human TRH receptor; 360,000 compounds, 0.18% hits; AID 493084; P34981; TRHR cells, calcium flux fluo-8, FDSS agonist mode; activation, % at 2 µM; note: 0% is about no effect
#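 TRHR-expressing cells, plated overnight in medium with 10% serum, were loaded with fluo-8 calcium dye at room temperature. After a 10 s baseline, library compound was pin-added and calcium release was recorded kinetically (ex 480/em 530) as agonist response.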
# D1 antagonist: blocks dopamine activation of the human D1 receptor. 360,000 compounds, 3.2% hits. AID 504652. HEK293 TREx D1 cells, calcium flux, dopamine EC80; stronger effect = lower value. activity change, negative = inhibition, % at 10 µM; in the data active = activity change below about -30%; note: % is set by controls: 0 for no effect and ±100 for the full control effect
#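 Inducible Hek293 Trex D1 cells (tetracycline, overnight, 30 C). Calcium dye 30–90 min RT. Antagonist mode: EC80 dopamine added after 180 s compound read.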
# RXFP1 antag: antagonists of human relaxin receptor RXFP1 | Q9HBX9 | HEK293-RXFP1, relaxin-stimulated cAMP HTRF, 30 min; stronger effect = lower value | activity change, negative = inhibition, % at 57.5 µM | 350,000 compounds, 0.59% hits;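 active = activity change of -60% or lower, but not beyond a set lower limit; inconclusive = change between -60% and -40%, or beyond the set limit; inactive = change above -40%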; note: % is set by controls: 0 for no effect and ±100 for the full control effect
# D2 PAM: positive allosteric modulators of human D2 dopamine receptor | P14416 | HEK293 T-REx D2, calcium flux, EC20 dopamine potentiation | potentiation, % at 10 µM | 340,000 compounds, 0.34% hits;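 active = potentiation over 3 SD above the plate norm, cut at about 30% in these data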; note: 0% is about no effect
#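 Tetracycline-induced Hek293 Trex D2 cells, force-coupled to calcium, loaded with no-wash calcium dye. Compound added with 180 s kinetic read for agonism, then EC20 dopamine and a further 180 s read for potentiation.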
# * hit, by the source's call; ? = inconclusive; . = not tested or not shown. Cut-off read from the data, not from the text of the source, unless noted: active = activation above about 30%; inactive = the rest.
SMILES,D1 agonist,D1 potentiator,TRHR PAM,D2 antagonist,D2 ag,TRHR ag,D1 antagonist,RXFP1 antag,D2 PAM
Cc1cc(C(=O)OCC(=O)c2cccc([N+](=O)[O-])c2)c2ccccc2n1,2,0,-4,.,.,-1.2,-9,-6,.
COc1cc(Cl)c(C)cc1NC(=O)COC(=O)C1=COCCO1,5,1,-6,32*,-0.6,-0.5,-15,1,-9
CN(/C(=N/S(=O)(=O)c1ccccc1)c1ccccc1)S(=O)(=O)c1ccccc1,-1,-1,-1,-19,-0.7,0.9,5,.,15
O=C(NCC(=O)N1CCN(Cc2ccccc2)CC1)c1ccc(Br)cc1,3,0,-1,-7,0.9,-2.1,10,-3,8
CCCN(CCC)CCCNC(=O)CNC(=O)c1nn(-c2ccc(OC)cc2)c(=O)c2ccccc12,4,2,4,-2,2.4,-1.4,-15,8,2
CCC(=O)N(CCc1ccccc1C)Cc1cc2cc3c(cc2[nH]c1=O)OCO3,3,4,2,7,-0.7,-2.0,-3,-2,10
COc1ccc(N2CCN(C(=O)CCNC(=O)c3ccc(C(C)(C)C)cc3)CC2)cc1,5,-2,4,5,0.4,-0.2,-1,-6,11
Cc1ccc(N2CCCCn3c2nc2c3c(=O)[nH]c(=O)n2C)cc1,4,2,-3,-16,-0.3,-1.2,6,1,-1
CCCc1nnc(NC(=O)CCC(=O)N2CCN(Cc3ccc(F)cc3)CC2)s1,6,-3,-1,4,0.4,0.3,-5,-2,0
O=C(Oc1ccc(C(=S)N2CCC(O)CC2)cc1)c1ccc(Cl)cc1,3,-7,-4,.,.,-0.4,.,-8,.
CN1CCN(/C=N/c2c(C#N)cnn2C)CC1,1,-3,0,-14,-0.8,0.0,7,0,5
COC(=O)c1ccc(CSc2ccc3nnc(-c4cccc(F)c4)n3n2)o1,-1,0,-3,-13,-0.3,0.2,-30*,.,3
Cc1ccc(NC(=O)c2cccc3c2C(=O)N(C2CCCCC2)C3)cc1,2,-2,5,-15,0.3,0.3,-4,-5,2
COc1ccccc1N1CCN(c2ccnc3cc(Cl)ccc23)CC1,2,-2,-5,-6,-0.9,-2.3,-1,6,-8
CC1(C)CC(=O)C2=C(C1)NC(=O)CC2c1ccc(N(CCC#N)CCC#N)cc1 (configuration not stated),1,1,-1,22,0.0,0.5,-15,-6,-19
c1ccc2[nH]c(NN=C3CCCCCC3)nc2c1,-1,-5,-4,19,-0.4,-2.0,2,-4,-7
COc1cc(CN(C(=O)c2ccccc2)c2ccccn2)cc(OC)c1OC,2,0,-2,.,1.6,0.1,-5,.,-5
CC1SCC(NC(=O)c2cccc(Cl)c2)CS1 (configuration not stated),5,2,0,4,0.9,-0.5,-5,-15,4
CCCc1nc2scc(-c3ccc(C)cc3)c2c(=O)n1N,11,-9,-5,16,0.3,5.5,-20,-18,-7
COc1ccc(N2CCN(CCCNC(=O)C3COc4ccc(OC)cc4C3)CC2)cc1 (configuration not stated),7,-2,-4,.,-1.0,0.1,-16,-3,1
CCc1ccccc1NC(=O)CSc1nnc(CNC(=O)c2ccco2)n1C,6,0,-1,1,-0.6,-0.8,-1,2,0
CC(=O)N1C(=S)NC(=O)/C1=C1/C(=O)N(CC(=O)Nc2cccc(C)c2)c2ccccc21,1,2,0,-7,0.8,0.1,-6,-8,17
Fc1ccc(-c2nnc(SCc3ncc(-c4ccccc4)o3)n2CC2CCCO2)cc1 (configuration not stated),-1,-1,-8,0,-0.1,-0.2,7,5,-8
O=C(COC(=O)Cc1ccc(F)cc1)Nc1ccc(Cl)cn1,8,.,7,-7,-1.0,0.2,4,-2,4
CC(/C=N/NC(=O)CN1CCN(Cc2ccc(Cl)cc2)CC1)=C\c1ccco1,6,-4,-4,7,-1.0,-0.1,-15,6,-6

# Shown field by field: part of the list above.
Fc1ccc(-c2nnc(SCc3ncc(-c4ccccc4)o3)n2CC2CCCO2)cc1 (configuration not stated)
  D1 agonist = -1
  D1 potentiator = -1
  TRHR PAM = -8
  D2 antagonist = 0
  D2 ag = -0.1
  TRHR ag = -0.2
  D1 antagonist = 7
  RXFP1 antag = 5
  D2 PAM = -8
O=C(COC(=O)Cc1ccc(F)cc1)Nc1ccc(Cl)cn1
  D1 agonist = 8
  D1 potentiator = .
  TRHR PAM = 7
  D2 antagonist = -7
  D2 ag = -1.0
  TRHR ag = 0.2
  D1 antagonist = 4
  RXFP1 antag = -2
  D2 PAM = 4

# The main list resumes; the three compounds before the break are reprinted first.
SMILES,D1 agonist,D1 potentiator,TRHR PAM,D2 antagonist,D2 ag,TRHR ag,D1 antagonist,RXFP1 antag,D2 PAM
Fc1ccc(-c2nnc(SCc3ncc(-c4ccccc4)o3)n2CC2CCCO2)cc1 (configuration not stated),-1,-1,-8,0,-0.1,-0.2,7,5,-8
O=C(COC(=O)Cc1ccc(F)cc1)Nc1ccc(Cl)cn1,8,.,7,-7,-1.0,0.2,4,-2,4
CC(/C=N/NC(=O)CN1CCN(Cc2ccc(Cl)cc2)CC1)=C\c1ccco1,6,-4,-4,7,-1.0,-0.1,-15,6,-6
CN1C(=O)CC(Sc2ccccc2C(=O)O)C1=O (configuration not stated),4,-7,0,.,.,2.7,-20,0,.
COc1cc(C(=O)NCC(=O)NC(C)CCc2ccccc2)cc(OC)c1OC (configuration not stated),2,13,-3,-9,0.5,0.1,12,3,19
CCCCC(=O)NC(=S)NNC(=O)c1ccc(Cl)cc1Cl,0,0,1,-11,0.1,-0.2,-21,-13,6
Cc1cc(NC(=O)CCC(=O)N(CCC(C)C)CC(=O)NCC2CCCO2)no1 (configuration not stated),2,-4,6,-4,-0.1,1.1,0,4,11
Cc1nc(-c2ccc(F)cc2)c(CC(=O)N(C)CC(=O)Nc2ccccc2Cl)s1,1,2,-6,-2,-1.8,-0.4,4,7,1
COc1ccc(/C=C/C2=CC(C)(C)NC(=S)N2)cc1OC,4,-2,-14,-3,-0.4,-0.8,-2,-10,-3
CCC(=O)NNc1cc(=O)c2c(=O)n(C)c(=O)n(C)c2[nH]1,3,-2,-4,-8,-0.8,0.2,9,3,5
CC(=O)Cc1nsc(NC(=O)c2ccc(COc3ccc(C)cc3)o2)n1,13,-7,2,-22,0.8,-0.2,-40*,7,12
O=C(Sc1cccc2cccnc12)c1ccc(F)cc1,2,10,2,.,.,0.2,5,.,.
COc1ccc(C(=O)Nc2cnn(Cc3c(F)cccc3Cl)c2)cc1OC,11,-9,4,15,-0.4,-0.6,-2,-6,-9
COc1ccc(-c2nnc3ccc(SCC(=O)N4CCCC4)nn23)cc1,0,1,10,6,-0.2,3.1,5,.,-8
COCCSc1nc2c(c(=O)[nH]c(=O)n2C)n1CCCc1ccccc1,1,8,-5,-4,-0.2,-1.0,-5,2,8
O=C(NC(NC(=O)c1ccccc1)C(=O)c1ccccc1)c1ccccc1,-2,2,1,.,.,0.1,-10,-1,.
Cc1cccc(CN2CCCC(C(=O)c3ccc4c5c(cccc35)CC4)C2)n1 (configuration not stated),1,0,4,4,0.6,0.4,6,-30,-12
CSc1ccc(S(=O)(=O)NCC(=O)OCC(=O)N2CCCC2=O)cc1[N+](=O)[O-],1,-5,3,.,.,-0.7,-4,-15,4
CSCC[C@H](NC(=O)N1C[C@H]2C[C@@H](C1)c1cccc(=O)n1C2)C(=O)Nc1ccc(NC(C)=O)cc1,1,2,3,-14,-0.6,0.2,-5,.,-8
COc1ccccc1C(=O)OCC(=O)N1CCC(Cc2ccccc2)CC1,0,-6,-4,.,.,-1.2,6,2,.
O=c1[nH]c(CN2CCN(c3ncccn3)CC2)nc2c(Br)cc(Br)cc12,6,-8,30*,3,3.0,1.1,-6,14,-3
CC1CC(C)CN(CC(=O)N2CCOCC2)C1 (configuration not stated),3,-2,4,-1,0.1,-0.6,21,4,-6
CCCCOC(=O)c1ccc(NC(=O)C(=O)NCc2ccco2)cc1,2,2,1,4,0.4,0.5,-22,-8,-17
COc1ccc(/C=C/C(=O)Nc2ccc3c(c2)OCCO3)cc1OC,-1,-4,9,-7,0.1,-0.2,3,.,9
Cc1n[nH]c(=O)c2c(NC(=O)CSc3cc(Cl)ccc3Cl)oc(C)c12,-1,12,2,10,-2.1,-0.9,11,4,22
CCCc1[nH]n(-c2ccc(F)cc2)c(=O)c1C=Nc1ccc(C)cc1,4,-6,0,16,-0.9,-1.4,2,-15,-4
c1ccc(N2CCN(c3ccccc3)C2c2ccncc2)cc1,0,2,10,-5,-0.4,-0.8,6,-16,1
COc1ccc(-c2oc3ncn(CCN4CCOCC4)c(=N)c3c2-c2ccc(OC)cc2)cc1,1,-2,3,6,-0.3,-0.8,-5,-5,-2

# New compounds follow.
SMILES,D1 agonist,D1 potentiator,TRHR PAM,D2 antagonist,D2 ag,TRHR ag,D1 antagonist,RXFP1 antag,D2 PAM
CCN(CC)C(=O)CSc1nnc(-c2ccccn2)n1Cc1ccccc1,1,-11,1,10,-0.2,0.6,5,-5,14
CC(=O)NC12CC3CC(C1)CC(C(=O)N1CCN(S(=O)(=O)c4ccc(Cl)s4)CC1)(C3)C2,5,-5,-6,-1,0.3,0.3,-7,-28,7
COc1ccc(CNc2cc(C)ccn2)cc1,14,4,-5,8,-1.5,-0.4,-4,-6,2
CCOc1ccc(CN2CCc3nc(N4CCN(c5ccccn5)CC4)ncc3C2)cc1OC,8,0,3,.,15,-2.0,-27,-38,1
CC(C)[C@H](NS(=O)(=O)c1ccccc1)C(=O)OCC(=O)NC(=O)c1cccn1C,7,-2,11,-3,-0.1,0.1,-6,-4,8
CCCn1c(C(C)Nc2nc(-c3ccc(C)cc3)cs2)nc2ccccc21 (configuration not stated),1,7,-3,.,.,-0.5,3,.,9
COc1ccccc1NC(=O)CSC1=Nc2ccccc2C2=NC(CCC(=O)NCc3cccs3)C(=O)N12 (configuration not stated),1,2,2,.,0.3,-0.8,13,?,-13
Cc1c(NC(=O)CN2C(=O)NC(C)(c3ccccc3Cl)C2=O)c(=O)n(-c2ccccc2)n1C (configuration not stated),2,-3,5,10,-0.1,2.1,24,1,-7
COc1ccccc1N1CCN(c2ccc(=O)n(CC(=O)O)n2)CC1,-1,-2,5,.,0.4,0.5,-1,.,-2
CCOc1ccc(CCNc2ncnc3onc(C)c23)cc1OCC,26,-5,-12,.,.,0.8,-22,7,-4
CC1=C(C)CC(C(=O)NC2CCCC2)C(C(=O)O)C1 (configuration not stated),6,-2,1,-4,0.3,-0.1,1,-8,5
COc1ccc(CCNC(=O)CSc2nc(O)c(CCC(C)C)c(=O)[nH]2)cc1OC,0,-11,2,4,0.2,0.2,2,-2,-2
Cc1cc(=O)[nH]c2nnc(SCc3ccc(Cl)cc3Cl)n12,-1,-2,-3,.,.,-0.1,.,3,0
CCN(C(=O)COC(=O)c1ccc(Br)o1)C1CCCCC1,2,0,3,-4,0.3,-0.2,-9,-1,-3
COc1ccc(N=C2O/C(=C/c3sc(=S)n(CC4CCCO4)c3O)N=C2C#N)cc1 (configuration not stated),3,11,43*,-7,2.4,1.8,2,-88*,-11
CCCCN(C)C(=O)c1nc2ccccn2c1CN1CCN(C(=O)c2cccs2)CC1,0,8,-13,12,12,0.2,23,-2,-5
O=C(Cc1cccs1)Nc1nc2c(ccc3ccccc32)s1,7,-2,4,-18,1.9,0.4,-1,-6,-7

# Bioassay records from PubChem.
